Screening results from PubChem.
Kir21 block: blocks the mouse Kir2.1 inward-rectifier potassium channel. HEK293-Kir2.1, FluxOR thallium flux fluorescence; active compounds read low. B-score at 10 µM. P35561. 310,000 compounds, 0.85% hits;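 active means fluorescence ratio B-score at or below minus 3 SD of library scores, with starting-brightness B-score within 2 SD, cut at about -4.2 in these data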;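 further: channel flux triggered by added potassium and thallium sulfate stimulus; B-score of peak minus minimum fluorescence over baseline after thallium stimulus; more negative B-score means stronger Kir2.1 block with less thallium influx; some compounds called inactive have numbers as strong as hits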
Target sequence (P35561 whole entry, looked up): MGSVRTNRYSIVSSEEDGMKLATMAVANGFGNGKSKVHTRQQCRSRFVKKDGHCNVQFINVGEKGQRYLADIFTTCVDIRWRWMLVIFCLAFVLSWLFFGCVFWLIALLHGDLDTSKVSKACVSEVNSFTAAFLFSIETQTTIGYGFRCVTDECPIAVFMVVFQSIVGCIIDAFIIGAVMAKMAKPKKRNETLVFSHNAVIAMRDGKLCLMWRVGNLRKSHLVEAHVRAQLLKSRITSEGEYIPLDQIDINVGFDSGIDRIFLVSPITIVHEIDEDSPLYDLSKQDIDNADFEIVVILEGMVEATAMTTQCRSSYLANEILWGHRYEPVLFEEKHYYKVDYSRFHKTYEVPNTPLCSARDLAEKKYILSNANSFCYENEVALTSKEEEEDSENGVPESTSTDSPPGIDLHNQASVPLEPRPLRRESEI
STK33 inh: blocks human STK33 kinase activity | purified STK33, MBP phosphorylation, ADP-Glo luminescence | inhibition, % at 10 µM | 320,000 compounds, 0.073% hits | AID 2661;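 active means inhibition at or above 25%, using the most active replicate where run in duplicate; inactive means inhibition below 25%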
Target sequence (Q9BYT3 whole entry, looked up): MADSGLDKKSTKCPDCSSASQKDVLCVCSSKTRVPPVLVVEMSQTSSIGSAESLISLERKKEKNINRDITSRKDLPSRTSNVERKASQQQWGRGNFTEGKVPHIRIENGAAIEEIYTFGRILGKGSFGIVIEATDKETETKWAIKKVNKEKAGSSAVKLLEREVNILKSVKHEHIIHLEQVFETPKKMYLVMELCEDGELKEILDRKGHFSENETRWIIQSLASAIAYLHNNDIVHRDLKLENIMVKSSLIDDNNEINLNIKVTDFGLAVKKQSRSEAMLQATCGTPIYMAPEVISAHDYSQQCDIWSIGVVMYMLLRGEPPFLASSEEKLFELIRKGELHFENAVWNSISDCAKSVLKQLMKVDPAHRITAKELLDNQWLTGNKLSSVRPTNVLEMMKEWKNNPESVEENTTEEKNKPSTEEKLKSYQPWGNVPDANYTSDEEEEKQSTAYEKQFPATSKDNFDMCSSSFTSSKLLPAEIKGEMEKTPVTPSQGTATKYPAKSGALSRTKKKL
* = called active by the depositor; / = not tested or not shown.

SMILES	Kir21 block	STK33 inh
COc1ccc(OC)c(C2CC(=O)Nc3n[nH]c(-c4ccccc4)c32)c1 (stereo not given)	-0.88	1.1
Cc1cccc(C)c1NC(=O)CN(C)C(=O)[C@H](C)NC(=O)c1ccco1	/	0.5
CCOC(=O)C1=C(c2ccccc2)OC(N)=C(C#N)C1C(C)C (stereo not given)	0.95	-2.1
COc1ccc(N2CC(NC(=O)N3CCN(c4ccccc4)CC3)CC2=O)cc1 (stereo not given)	1.73	0.2
O=C(Cn1cnc2c(nnn2Cc2ccccc2)c1=O)N1CCCc2ccccc21	-0.12	0.1
Cc1cccc(NC(=O)c2ccc3nsnc3c2)c1C	1.05	-0.1
CC(=O)NC(CCS(C)(=O)=O)C(=O)Nc1ccc(Cl)c(Cl)c1 (stereo not given)	-0.27	-0.5
CC(C)CN(CCCNC(=O)CN1C(=O)COc2ccc(S(=O)(=O)N3CCCC3)cc21)CC(C)C	-0.26	-0.6
CCSc1nc(-c2ccco2)ccc1C#N	0.21	/
O=C(Nc1ccc(N2CCOCC2)cc1)C1CCCCC1	-1.76	-0.8
CCn1c(N)c(C(=O)NCCCOC)sc1=S	0.08	-1.5
CCOCCCNS(=O)(=O)c1ccc(NC(=O)C2CC(=O)N(c3ccc(C)cc3)C2)cc1 (stereo not given)	-0.55	-0.5
COc1cc(NC(=S)NCCC(c2ccccc2)c2ccccc2)cc(OC)c1	0.69	0.6
CSc1c(-c2ccccn2)c(N)nn1C(=O)C1CCC1	-1.99	1.2
CC(=O)Nc1ccc(C(=O)/C=C/c2ccco2)cc1	-0.75	2.6
CC(C)(C)c1ccc(/C=N/N2CCN(c3ccccn3)CC2)cc1	1.72	-1.5
O=S(=O)(c1ccc2ccccc2c1)N1CCN(S(=O)(=O)N2CCOCC2)CC1	-1.29	-0.4
COc1ccc(OC)c(NC(=O)CN2C(=O)C(=O)N(Cc3ccccc3)C2=O)c1	/	-0.2
CC(C)NC[C@H](O)COc1ccc(CC(N)=O)cc1	/	-0.6
CC1(C)C(C#N)=C(N)OC2=C1C(=O)CCC2	1.28	4.2
CCc1nc(SCC(=O)c2cc(C)ccc2C)n[nH]1	-0.86	-0.1
OC(COC(c1ccc(Cl)cc1)c1ccc(Cl)cc1)CN1CCc2ccccc2C1 (stereo not given)	-0.39	-2.1
COCCN1C2=C(C(=O)CC(C)(C)C2)C(c2ccc(O)c(OC)c2)C2=C1CC(C)(C)CC2=O	1.4	-0.3
COc1cccc(OCc2cc(C(=O)NC(C)c3cnn(C)c3C)no2)c1 (stereo not given)	1.25	-0.6
c1ccc(-c2noc(CN3CCOCC3)n2)cc1	-0.01	-0.6
Cc1ccc2[nH]c3c(c2c1)CCCC3NC(=O)CCl (stereo not given)	-1.58	-4.5
O=S(=O)(NCCN1CCCC1)c1ccc(Br)cc1	0.23	1.2
O=C(Cn1cnc2ccccc2c1=O)NCC1COc2ccccc2O1 (stereo not given)	/	-1.7
COc1ccc(N(C(C)C(=O)N/N=C/c2ccc(OC)c(OC)c2)S(C)(=O)=O)cc1 (stereo not given)	1.31	0.4
C/C(CC(=O)Nc1cc(Cl)ccc1Cl)=N\NC(N)=S	-0.03	-0.2
c1ccc(C2(CN3CCNC[C@H]3Cc3cccc4ccccc34)CC2)cc1	-2.62	-0.4
COc1cc(/C=N/n2cnnc2)ccc1OC(=O)c1ccco1	-0.05	-0.7
COc1ccc(C)cc1NC(=O)CSc1cccc[n+]1[O-]	/	-2.1
CCCCc1nc(C(N)=O)c2[nH]c(=O)n(-c3ccc(OC)cc3OC)c2n1	-0.1	0.0
Oc1c(C=Nc2ccc(Cl)cn2)sc2ccccc12	0	-0.7
Cc1sc2nc(CSc3nc4ccccc4s3)[nH]c(=O)c2c1C	-0.55	-2.7
O=C(COC(=O)c1ccc(Cl)nc1)NCc1cccs1	-0.53	-1.0
O=S(=O)(O)c1cc(O)c2c(O)c(N=Nc3cc(Cl)ccc3O)c(S(=O)(=O)O)cc2c1	2.51	5.4
COc1ccc(S(=O)(=O)Nc2ccc3c(c2)N(C(C)=O)CCC3)cc1	-1.11	-0.9
O=C(NN1C(=O)c2ccccc2C1=O)c1ccncc1	0.48	-0.5
O=c1[nH]c2cc3c(cc2cc1CN(CC1CCCO1)S(=O)(=O)c1ccccc1)OCCO3 (stereo not given)	1.22	-0.5
N=c1n(CCN2CCOCC2)c2ccccc2n1Cc1ccccc1Br	-0.8	-0.8
COCCn1cnc2c1c(=O)n(CC(=O)c1ccc3c(c1)OCCO3)c(=O)n2Cc1ccccc1	1.32	0.7
COc1ccc2nc3sc(C(=O)NCc4cccs4)c(N)c3cc2c1	-1.34	-0.9
COc1cccc(CNC(=O)c2nnn(CC(=O)Nc3cc(C)ccc3C)c2N)c1	-0.35	0.1
O=C(Cn1cc([N+](=O)[O-])cn1)NC1CCCCCC1	-0.21	-0.9
CCCN1Cc2cccc(C(=O)NCc3ccc4c(c3)OCO4)c2C1=O	0.67	3.7
COc1ccc(NS(=O)(=O)c2ccc(N3CCCC3=O)cc2)cn1	-0.22	-1.8
CCOC(=O)c1[nH]c(C)c(C(=O)NCc2cccnc2)c1C	-0.43	1.9
CN(C)CCN1C(=O)C(O)=C(C(=O)c2ccco2)C1c1ccccc1F (stereo not given)	1.05	-1.1
Cc1ccc(-c2csc3nc[nH]c(=O)c23)cc1	-1	-0.4
O=C(c1ccc([N+](=O)[O-])cc1)n1nc(-c2ccccc2)nc1NCc1ccccc1	0.61	-0.2
Cn1nc(C(F)(F)F)c(-c2ccccc2)c1NC(=O)CCC(=O)O	0.91	-2.2
COc1ccccc1OCCCC(=O)NC(C)c1ccccc1 (stereo not given)	-0.62	-0.9
CCOc1ccc(C2=NNC(c3cccnc3)=Nc3ccc(OC)cc32)cc1	0.73	-1.1
CCC(C(=O)O/N=C(\N)c1ccc(Cl)cc1)c1ccccc1 (stereo not given)	0.03	-1.5
Cn1c(=O)n(CCCOc2ccc(Br)cc2)c2ccccc21	1.19	-0.4
COC(=O)c1ccc(NC(=O)Nc2ccc(OC)c(OC)c2)cc1	-0.87	-0.6
CC(NC(=O)C(=S)N1CCN(C)CC1)c1ccccc1 (stereo not given)	0.17	-0.8
COc1ccc(C)cc1NC(=O)CCN1CCN(c2ccccc2F)CC1	-0.29	1.5

An excerpt from above in order of molar mass, high to low:
SMILES	Kir21 block	STK33 inh
O=C(c1ccc([N+](=O)[O-])cc1)n1nc(-c2ccccc2)nc1NCc1ccccc1	0.61	-0.2
CC(NC(=O)C(=S)N1CCN(C)CC1)c1ccccc1 (stereo not given)	0.17	-0.8
Cc1ccc(-c2csc3nc[nH]c(=O)c23)cc1	-1	-0.4

Structural class: the entries above containing a furan ring, fused or not.
SMILES	Kir21 block	STK33 inh
Cc1cccc(C)c1NC(=O)CN(C)C(=O)[C@H](C)NC(=O)c1ccco1	/	0.5
CCSc1nc(-c2ccco2)ccc1C#N	0.21	/
CC(=O)Nc1ccc(C(=O)/C=C/c2ccco2)cc1	-0.75	2.6
COc1cc(/C=N/n2cnnc2)ccc1OC(=O)c1ccco1	-0.05	-0.7
CN(C)CCN1C(=O)C(O)=C(C(=O)c2ccco2)C1c1ccccc1F (stereo not given)	1.05	-1.1

Further entries
SMILES	Kir21 block	STK33 inh
COC(=O)[C@@H](NC(=O)Nc1ccc(S(N)(=O)=O)cc1)C(C)C	-0.04	2.7
CCc1nnc(NC(=O)C2CCCN2C(=O)NC2CCCCC2)s1 (stereo not given)	0	2.1
O=C1c2ccsc2SCCN1Cc1ccccc1	0.07	1.7
COc1ccc(CNC(=O)CCNC(=O)N2CCn3c2nc2ccccc23)cc1	0.85	-0.8
O=C1Nc2cc(C(=O)N3CCN(c4ccc(F)cc4)CC3)ccc2NC1CSCc1cccc(F)c1 (stereo not given)	0.18	0.2
CN(C)S(=O)(=O)c1ccc(NC(=O)C2COc3ccccc3O2)cc1 (stereo not given)	0	-0.7
CN(CC(=O)Nc1ccc(OC(F)(F)F)cc1)C1CCCCC1	1.42	-0.8
CCN1CCN(C(=O)c2cc3c(=O)oc4ccc(C)cc4c3s2)CC1	0.24	-0.4
COCCNCc1nc2sc(C)c(-c3ccccc3)c2c(=O)[nH]1	1.75	1.6
O=C1/C(=C/c2ccccc2)SC(=S)N1CC(=O)N1CCCCC1c1cccnc1 (stereo not given)	0.37	0.4
O=C(NNC(=O)c1ccc(Cn2cccn2)o1)NC12CC3CC(CC(C3)C1)C2	0.96	-0.4
O=C(COc1ccc(Br)cc1CO)N1CCCc2ccccc21	-3.1	0.4
Cc1ccc(S(=O)(=O)N2CCN(C(=O)CSc3nncs3)CC2)cc1	-1.23	-1.1
CCOC(=O)N1CCC(NC(=O)c2ccc3c(c2)N=C(C)c2ccccc2S3)CC1	-0.7	-2.0
CCN(Cc1ccc(NC(C)=O)cc1)CC1CCCN(CCc2cccc(OC)c2)C1 (stereo not given)	0.97	-0.4
COCCC(=O)N1CCCC(C(=O)c2ccc3c4c(cccc24)CC3)C1 (stereo not given)	0.57	0.1
CC(=O)c1ccc(Sc2ccc(C(C)=O)cc2)cc1	-1.66	-2.1
CCOC(=O)c1cc(-c2ccc(C)cc2)n(CCC(=O)NCCCOC)c1C	-1.87	-0.8
Nc1ccccc1N1C(=O)c2cccc3cccc(c23)C1=O	0.46	-0.5
COc1ccc(S(=O)(=O)CCc2nnc(NC(C)=O)s2)cc1	0.67	-1.2
O=C(O)c1ccc(N/N=C/c2ccc3c(c2)OCO3)cc1	1.47	17.2
COc1cc(C2CC(=O)N3CN(c4ccccc4C)CSC3=C2C#N)cc(OC)c1OC (stereo not given)	1.22	-0.3
Cc1ccc2nc3sc(C(=O)N4CCCc5ccccc54)c(N)c3cc2c1	-1.16	-1.3
COc1ccc(/C=N/N=C/c2ccc(OC)c(OC)c2)cc1OC	0.6	-0.8
Cc1cc(Br)ccc1NC(=O)CN(C)C(=O)CN1C(=O)NC2(CCCC2)C1=O	1.81	-0.3
COC(=O)[C@@]12CCCCN1[C@H](c1ccc(-c3ccccc3)cc1)[C@H]1C(=O)N(C)C(=O)[C@H]12	-0.34	-0.5
COc1ccc(CN2CCCC(C(=O)N3CCCCC3)C2)cc1OC (stereo not given)	-1.02	0.6
Cc1cccc(NC(=O)Nc2ccc3c(c2)OCO3)n1	0.52	-0.9
CCCCC(=O)OCC(=O)N1N=C(c2c[nH]c3ccccc23)C(O)C1c1ccc(OC)cc1 (stereo not given)	0.33	-1.2
NC(N)=N/N=C/c1cccc(Cl)c1Cl	-1.1	2.1
CC(C)NC(=O)CC(=O)N/N=C\c1ccccc1C(=O)O	-0.83	0.2
O=C(NS(=O)(=O)c1ccc2c(c1)OCCO2)c1ccccc1	1.81	-1.0
CN(CC(=O)Nc1nc2ccc(F)cc2s1)S(=O)(=O)c1ccc(Cl)cc1	-0.04	-1.3
CC1CC(C)CN(C(=O)c2cc3c(s2)CCC3)C1 (stereo not given)	0.53	-2.1
Nc1nc(SCC(=O)Nc2cc(C(F)(F)F)ccc2N2CCOCC2)n[nH]1	0.05	-0.9
CCOC(CCc1c(C)nc(NC(C)=O)[nH]c1=O)OCC	-1.83	0.6

Full records, looked up by structure. Screens in order: Kir21 block | STK33 inh
`Cc1ccc(-c2csc3nc[nH]c(=O)c23)cc1` as listed: -1 | -0.4
`CC(C)NC(=O)CC(=O)N/N=C\c1ccccc1C(=O)O` as listed: -0.83 | 0.2
`CCOCCCNS(=O)(=O)c1ccc(NC(=O)C2CC(=O)N(c3ccc(C)cc3)C2)cc1` (stereo not given) as listed: -0.55 | -0.5
`CC(C)CN(CCCNC(=O)CN1C(=O)COc2ccc(S(=O)(=O)N3CCCC3)cc21)CC(C)C` as listed: -0.26 | -0.6

The listing continues.
SMILES	Kir21 block	STK33 inh
CSCC[C@H](NC(=O)Nc1ccccc1C)C(=O)O	0.75	-0.5
CS(=O)(=O)c1ccc(NS(=O)(=O)c2ccc(Cl)c(C(=O)NC3=NCCS3)c2)cc1	/	0.2
Cc1nc2nc3c(c(=O)n2[nH]1)CCC3	0.12	-2.2
CCN(CC)C(=O)C1CCCN(Cc2cccc(F)c2)C1 (stereo not given)	0.85	-1.3
O=C(N/N=C/c1ccc(Br)cc1)c1cc[n+]([O-])cc1	-0.33	0.2
CCc1ccc(NC(=S)NC(=O)CC(C)C)cc1	0.27	-1.3
COc1ccc(N2CCN(Cc3nc4ccccc4c(=O)[nH]3)CC2)cc1	1.47	-1.2
CC(=O)Nc1nc(C)cs1	-1.03	0.9
Cc1ccccc1-n1nc(C)c2cc(C(=O)N3CCOCC3)sc21	-0.85	-1.9
Cc1nonc1OC(C)CNc1ccc([N+](=O)[O-])cc1 (stereo not given)	1.66	-0.3
CCOC(=O)[C@H]1[C@H]2COc3cc(OC)ccc3[C@@H]2N2C(=O)CN(Cc3ccc(C)cc3)C(=O)[C@@]12C	/	-1.7
COc1ccc(OC2CCN(C(=O)Nc3ccc(C)cc3)CC2)cc1	-0.61	1.0
Cc1c(Cl)cccc1N1C(=O)CC(N(O)c2ccccc2)C1=O (stereo not given)	-2.85	-1.7
COc1ccc(NC(C)C(=O)N/N=C/c2ccccc2OCc2cccc(Br)c2)cc1 (stereo not given)	0.63	-1.5
O=C(Nc1ccccc1N1CCOCC1)c1ccc(N2CCCC2=O)cc1	/	-1.7
COc1ccccc1N1CCN(C(=O)C(=O)c2cn(CC(=O)N3CCOCC3)c3ccccc23)CC1	-0.03	-1.2
COc1ccc(Cl)cc1NC(=O)CN(C)C(=O)c1cc(-c2cccs2)nn1-c1ccccc1	-0.85	-0.4
Cc1ccc(S(=O)(=O)C(C#N)c2nc3ccccc3nc2N2CCCC2)cc1 (stereo not given)	-1.52	-0.2
CN(CCCN1CCCCC1)C(=O)CCc1nnc(C2CCCCC2)o1	0.78	0.5
O=C(NCc1ccncc1)Nc1ccccc1F	2.5	-1.2
O=C(NCCOc1ccccc1)C(c1ccccc1)c1ccccc1	0.71	-1.1
O=C(CSc1nc2c(c(=O)[nH]1)CCC2)Nc1ccccc1Cl	1.55	-0.9
CC(=O)CSc1cc(C)nc2c(-c3ccccc3)c(C)nn12	-1.03	-0.8
